SKKanGAS inh: S. pyogenes SKKanGAS growth inhibitors in kanamycin, primary screen, streptokinase expression inhibitor project, SKKanGAS strain, BacTiter-Glo luminescence | 6 h | 1.3% of 300,000 active | inhibition, % at 7.5 µM | AID 1662, 2009;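 active = mean replicate score, as percent of positive control median, at least 50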;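 also: strain carries kanamycin resistance gene driven by streptokinase promoter and grows in 40 µg/ml kanamycin; loss of luminescence reflects streptokinase promoter inhibition or plain growth inhibition; 0% = median of DMSO wells and 100% = positive control at its reference dose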
RGS4 block: RGS4 inhibitors, primary screen, cell-based, HEK293 M3R inducible RGS4, calcium flux. 0.45% of 310,000 active. B-score at 10 µM. Fluo-4 calcium flux; hits give high values; triggered by carbachol at its EC20. Regulator of G-protein signaling 4 (Homo sapiens), P49798. AID 463165, 2010;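 active = B-score, a plate-corrected calcium signal, over three deviations above library mean, with baseline fluorescence within five deviations of library mean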;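 also: RGS4 expression induced by doxycycline in cells with stable M3 receptor; B-score is computed from the integrated fluorescence ratio over baseline after carbachol; higher B-score means a larger calcium signal and so more RGS4 inhibition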
Target sequence (P49798 whole entry, looked up): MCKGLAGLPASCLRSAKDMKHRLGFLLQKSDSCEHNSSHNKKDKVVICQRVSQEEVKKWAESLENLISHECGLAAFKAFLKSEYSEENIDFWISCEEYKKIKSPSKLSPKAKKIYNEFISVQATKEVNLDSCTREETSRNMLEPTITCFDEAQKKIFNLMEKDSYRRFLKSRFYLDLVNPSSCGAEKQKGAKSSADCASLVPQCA
KCNK3 block: human KCNK3 channel inhibitors, primary screen, CHO cells, FluxOR thallium flux, B-score; Potassium channel subfamily K member 3 (Homo sapiens), O14649; FluxOR fluorescence; hits give low values; B-score at 10 µM; 0.84% of 340,000 active; AID 602410, 2012;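 active = B-score under library mean minus 4 SD, starting fluorescence ratio at most library mean plus 5 SD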;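 also: more negative B-score means stronger inhibition of thallium flux through KCNK3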
KCNQ1 inh: inhibitors of human KCNQ1 channel, primary screen, cell-based, thallium flux, high-throughput. Potassium voltage-gated channel subfamily KQT member 1 (Homo sapiens), P51787. CHO-K1 KCNQ1, FluxOR thallium flux fluorescence; hits give high values. B-score at 10 µM. 1.3% of 310,000 active. AID 2642, 2010;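 active = compounds whose thallium flux B-score, printed positive for inhibition, exceeds three library SD while starting fluorescence stays within three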;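 also: channel opened by potassium depolarization with thallium stimulus after 20 min compound exposure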
KCNQ1 act: potentiators or activators of KCNQ1 channel, primary screen, cell-based, thallium flux, high-throughput. CHO-K1 KCNQ1, thallium flux FluxOR fluorescence; hits give high values. Potassium voltage-gated channel subfamily KQT member 1 (Homo sapiens), P51787. AID 2648, 2010. 0.35% of 310,000 active. B-score at 10 µM;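 active = fluorescence ratio B-score, a plate-corrected score, at least three library SD, with initial intensity B-score within 5 SD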
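Assay system: CHO-K1 cells stably expressing KCNQ1; Medium: assay buffer with matched DMSO; Also added: K+/Tl+ depolarizing stimulus; Dosing: single dose; Timing: dye 90 min, compound 20 min, room temperature; Measured by: kinetic FluxOR thallium fluorescence, 10-s 1-Hz baseline, 110-s post-stimulus read; Read-out: peak-minus-minimum fluorescence over initial fluorescence, negative-control normalized, B-scored.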
TMEM16A act: TMEM16A chloride channel activators or potentiators, primary screen, cell-based, HTS; AID 623877, 2012; B-score at 10 µM; 0.3% of 340,000 active; HEK293 TMEM16A/YFP-H148Q/I152L, iodide quench fluorescence; hits give low values;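 active = fluorescence-ratio B-score plate-corrected deviation score at least 3 library SD below zero, with starting fluorescence score within 5 deviations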;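 also: channel opened by trigger with iodide after compound preincubation; score built on the fluorescence ratio of max minus min over baseline; more negative score means more quench and so TMEM16A activation or potentiation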
HDAC3 inhib: HDAC3 deacetylase inhibitors, primary screen, biochemical, fluorescence, cell-free homogeneous; inhibition, % at 8.3 µM; recombinant HDAC3, fluorogenic peptide/trypsin coupled; 0.15% of 320,000 active; Histone deacetylase 3 (Homo sapiens), O15379; AID 2718, 2010; in the data active = inhibition above about 26%, passing the limit was not always enough
Target sequence (O15379 whole entry, looked up): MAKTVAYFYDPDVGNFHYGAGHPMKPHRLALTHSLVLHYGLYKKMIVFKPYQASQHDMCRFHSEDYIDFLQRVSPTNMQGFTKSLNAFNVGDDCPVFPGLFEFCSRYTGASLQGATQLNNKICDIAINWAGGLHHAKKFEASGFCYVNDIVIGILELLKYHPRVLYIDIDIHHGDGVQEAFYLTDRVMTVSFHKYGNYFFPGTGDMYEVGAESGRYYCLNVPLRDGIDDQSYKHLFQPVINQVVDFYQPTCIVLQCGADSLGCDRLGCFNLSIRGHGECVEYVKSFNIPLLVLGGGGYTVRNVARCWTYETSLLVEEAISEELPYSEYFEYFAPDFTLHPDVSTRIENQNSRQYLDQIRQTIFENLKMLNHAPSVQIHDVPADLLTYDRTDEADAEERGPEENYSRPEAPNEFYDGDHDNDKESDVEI
hERG rescue: hERG rescue from dofetilide block, primary screen, cell-based, CHO-hERG, FluxOR thallium flux, dofetilide IC70 | Voltage-gated inwardly rectifying potassium channel KCNH2 (Homo sapiens), Q12809 | dofetilide IC70 present | activation (rescue from dofetilide block), less the hit threshold, % at 10 µM | 0.51% of 310,000 active | AID 1511, 2009;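 active = activation above the mean of controls blocked by dofetilide plus 5 SD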;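 also: thallium influx through hERG after potassium depolarization seen as dye fluorescence rise; in these data hits start at about 4.7%; inactives centre near -7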
KCNK9 inh: KCNK9 potassium channel inhibitors, primary screen, HEK293 cells, thallium flux | Potassium channel subfamily K member 9 (Homo sapiens), Q9NPC2 | FluxOR thallium flux fluorescence; hits give low values | B-score at 10 µM | 1.2% of 310,000 active;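 active = ratio B-score over 3 SD below the library mean, with starting fluorescence within 5 SD of its mean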;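 also: negative B-score means less thallium flux so channel inhibition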
Target sequence (Q9NPC2 whole entry, looked up): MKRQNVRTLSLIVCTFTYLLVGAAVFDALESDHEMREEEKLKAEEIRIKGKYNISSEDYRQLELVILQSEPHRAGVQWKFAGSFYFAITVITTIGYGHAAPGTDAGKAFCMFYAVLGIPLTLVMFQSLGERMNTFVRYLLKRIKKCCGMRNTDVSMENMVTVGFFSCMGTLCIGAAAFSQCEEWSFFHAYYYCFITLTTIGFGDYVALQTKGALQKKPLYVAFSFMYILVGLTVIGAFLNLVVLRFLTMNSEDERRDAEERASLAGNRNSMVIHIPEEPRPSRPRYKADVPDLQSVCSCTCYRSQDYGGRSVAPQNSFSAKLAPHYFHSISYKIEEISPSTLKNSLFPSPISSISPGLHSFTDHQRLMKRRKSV
ANO1 block: TMEM16A chloride channel inhibitors, primary screen, cell-based, HTS; 1.2% of 310,000 active; HEK293 TMEM16A/YFP iodide influx fluorescence, ionomycin; normalized B-score (activity score, 25-100; higher = stronger inhibition) at 10 µM; Anoctamin-1 (Mus musculus), Q8BHY3;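 active = ratio plate-corrected score three or more library SD toward inhibition, starting fluorescence score within five deviations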;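 also: score derived from kinetic fluorescence span divided by baseline fluorescence per well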
RGS4 pot: RGS4 potentiators or activators, primary screen, cell-based, HEK293 M3R inducible RGS4, calcium flux | carbachol calcium flux Fluo4; hits give low values | B-score at 10 µM | 0.92% of 310,000 active;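 active = B-score of the integrated calcium signal more than 4 SD below the library mean, with starting fluorescence not abnormally high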;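 also: negative B-score means reduced calcium response which marks RGS4 activation or potentiation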
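Material: M3R-expressing HEK293 line, RGS4 induced by doxycycline | Schedule: Overnight RGS4 induction, 30 min dye load 37 °C, 20 min compound RT | Measured by: Fluo4 fluorescence kinetic imaging of calcium | Read-out: Integrated calcium ratio converted to B score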
An asterisk follows results filed as active; i = inactive; / = not tested or not shown.

Fields – SKKanGAS inh	RGS4 block	KCNK3 block	KCNQ1 inh	KCNQ1 act	TMEM16A act	HDAC3 inhib	hERG rescue	KCNK9 inh	ANO1 block	RGS4 pot
CCc1ccc(NC(=O)CSc2nccn(-c3ccc4c(c3)OCCO4)c2=O)cc1
→ 6.6	i	i	i	i	i	/	-14.1	i	/	i
COc1cc2[nH]c(=O)c(C(=O)NCc3ccccc3Cl)c(O)c2cc1OC
→ 2.0	i	i	i	i	i	-1.3	-0.9	i	i	i
CCN1CCN(c2c(Cl)cccc2NC(=O)c2cc3ccccc3o2)CC1
→ 1.3	i	i	i	i	i	4.3	-15.9	i	i	i
COc1ccc(C(=O)NC(=S)NNC(=O)c2cccc(C)c2)cc1
→ 113.0*	i	i	i	62*	i	-3.1	-4.7	i	25*	-8.39*
CCn1c(=N)n(CC(=O)c2cccc([N+](=O)[O-])c2)c2ccccc21
→ -17.2	i	i	i	i	i	2.4	-2.6	i	i	i
Cc1cccc(NC(=O)CN(C)S(=O)(=O)c2ccccc2)n1
→ 0.3	i	i	i	i	i	3.4	-8.9	i	i	i
CN(C)c1cccc(C(=O)OC(C(=O)Nc2ccc([N+](=O)[O-])cc2Br)c2ccccc2)c1 (stereo not given)
→ 2.5	i	i	i	i	i	2.9	-8.9	i	i	i
Cc1ccc(S(=O)(=O)NCCC(=O)Oc2ccc3ccc(=O)oc3c2)cc1
→ -13.5	i	i	i	i	i	-63.6	-13.6	i	i	i
Cc1ccc(N2CCN(C(=O)c3cc(C(=O)c4ccccc4C)c[nH]3)CC2)c(C)c1
→ 26.3	i	i	i	i	i	-0.8	-24.0	i	i	i
CCOC(=O)c1ccc(NC(=O)Cn2ccc([N+](=O)[O-])n2)cc1
→ -9.3	i	i	i	i	i	-5.1	-9.5	i	i	i
CCn1nc(C)c(CNC(=O)C2CCC(=O)N(CCc3ccc(Cl)cc3)C2)c1C (stereo not given)
→ -2.5	i	i	i	i	i	2.4	-4.2	i	i	i
N#C/C(=C\c1cccs1)Sc1nc2ccccc2s1
→ 2.3	i	i	i	i	-19.8*	6.4	-15.0	i	i	i
CCOc1ccc(N(C)C(=O)CCc2nnc3ccc(N4CCC5(CC4)OCCO5)nn23)cc1
→ 3.5	i	i	i	i	i	-0.3	-6.0	i	i	i
COc1ccc(CN2CCN(C(=O)c3cccc4ccccc34)CC2)cc1OC
→ -6.2	i	i	i	i	i	-0.1	-1.2	i	i	i
COc1ccc(S(=O)(=O)N2CCCCC2C(=O)O)cc1OC (stereo not given)
→ -0.2	i	i	i	i	i	-2.2	-6.0	i	i	i
CCc1nc(N2CCN(C(=O)c3ccco3)CC2)c2oc3ccccc3c2n1
→ 8.0	i	i	i	i	i	-8.1	-15.6	i	i	i
COc1ccc(Cl)cc1C(=O)NNC(=O)c1ccncc1
→ -3.0	i	i	i	i	i	5.9	-8.9	i	i	i
Cn1c(SCC(=O)NC(=O)c2cccc([N+](=O)[O-])c2)nnc1-c1ccc(F)cc1
→ 0.7	i	i	i	i	i	-8.6	-2.1	i	i	i
O=C(NO)c1cc(OCC(F)(F)F)ccc1OCC(F)(F)F
→ -10.5	i	i	i	i	i	1.5	-13.8	i	i	i
CC1CC(C)CN(S(=O)(=O)c2ccc(C(=O)N3CCN(c4ccccc4)CC3)cc2)C1 (stereo not given)
→ 1.0	i	i	i	i	i	2.1	-5.4	i	i	i
O=C(CSc1nccc(=O)[nH]1)Nc1ccc2c(c1)OCCO2
→ 2.0	i	i	i	i	i	-1.9	-12.2	i	i	i
COc1ccccc1NC(=O)CCC(=O)OCc1ccc(Cl)cc1
→ -12.3	i	i	i	i	i	0.6	-7.6	i	i	i
COc1ccc(C(=O)N2CCC3(CC2)NCCc2[nH]cnc23)cc1
→ 0.1	i	i	i	i	i	-2.4	-6.5	i	i	i
Cc1cc(/C=C2\SC(N)=NC2=O)c(C)n1-c1ccc(F)cc1
→ 6.7	i	i	i	i	i	-1.4	-5.0	i	i	i
O=C(O)C(NC(=O)c1ccccc1)=C(Cl)Cl
→ -8.3	i	i	i	i	i	0.1	-0.7	i	i	i
Cc1c(CN2CCc3c([nH]c4ccccc34)C2C2CCCCC2)cnn1C (stereo not given)
→ -5.1	i	i	i	i	i	-2.0	-9.0	i	i	i
O=C(COC(=O)C1(c2ccc(F)cc2)CCCC1)NCc1ccco1
→ 6.0	i	i	i	i	i	-1.1	-10.4	i	i	i
O=C(NCCOc1ccccc1)c1ccccc1Cl
→ 2.9	i	i	i	i	i	2.2	-6.1	i	i	i
CCN(CC)C(=O)CN1C(=O)C2(OCC(C)(c3ccccc3)CO2)c2ccccc21 (stereo not given)
→ 2.1	i	i	i	i	i	-0.6	-5.5	i	i	i
O=C(CCc1nnc2n(CCc3ccccc3)c(=O)c3ccccc3n12)NCCCN1CCCCC1
→ 2.7	i	i	i	i	i	0.8	-9.5	i	i	i
C=CCOc1cccc(C2C(C(=O)c3ccco3)=C(O)C(=O)N2Cc2cccnc2)c1 (stereo not given)
→ 1.3	i	i	i	i	i	2.9	-2.2	i	i	i
CC1CCCN(CCCNC(=O)C2CCCN(c3ncnc4c3nc3n4CCCCC3)C2)C1 (stereo not given)
→ -0.5	i	i	i	i	i	-0.6	-8.5	i	i	i
Cc1ccc(NC2CCCN(C(=O)c3cccnc3)C2)cc1C (stereo not given)
→ -2.8	i	i	i	i	i	3.1	0.7	i	i	i
COc1cc(OC)nc(N/N=C(\c2ccccc2)c2ccncc2)n1
→ -7.5	i	i	i	i	i	2.9	-6.9	i	i	i
CCNC(=S)NC1CC2CCC(C1)N2Cc1ccccc1 (stereo not given)
→ -3.1	i	i	i	i	i	1.9	-3.1	i	i	i
CCc1ccccc1NC(=O)Cn1nnc(C(=O)NCc2cccc(OC)c2)c1N
→ -4.5	i	i	i	i	i	-10.1	-13.7	i	i	i
O=C(Oc1ccc(N(C(=O)c2ccncc2)S(=O)(=O)c2ccc(F)cc2)cc1)c1ccncc1
→ 2.2	i	i	i	i	i	6.7	-8.6	i	i	i
O=C(NCCS(=O)(=O)N1CCCC1)c1ccccc1
→ -2.2	i	i	i	i	i	-3.6	-6.2	i	i	i
O=C(COc1ccc(Br)cc1)NCCNC(=O)c1ccncc1
→ -15.6	i	i	i	i	i	1.5	-12.0	i	i	i
O=C(COc1ccccc1Cl)N1CCN(c2ccc([N+](=O)[O-])c(N3CCCCC3)c2)CC1
→ 23.6	i	i	i	i	i	7.3	-8.3	i	i	i
O=C(CCSc1nc(-c2ccco2)cc(C(F)(F)F)n1)NCCc1ccccc1
→ 6.7	i	i	i	i	i	12.6	-7.1	i	i	i
COC(=O)c1ccc(CSC(=N)N)o1
→ -13.7	i	i	i	i	i	1.7	-6.1	i	i	i
COC(=O)CC(NC(=O)CN1CCN(c2ccc(F)cc2)CC1)c1cccc(F)c1 (stereo not given)
→ -1.5	i	i	i	i	i	0.9	-4.1	i	i	i
CCOC(=O)c1cc(C)nc(S(C)(=O)=O)c1C#N
→ -2.3	i	i	i	i	i	-2.7	-7.8	i	i	i
COc1ccc(OCCN(C)CC(=O)Nc2ccccc2SC)cc1
→ -6.7	i	i	i	i	i	3.7	-17.1	i	i	i
Cc1ccc(S(=O)(=O)N2CCN(C(=O)c3cc(=O)c4ccccc4o3)CC2)cc1
→ 1.5	i	i	i	i	i	-3.2	-4.5	i	i	i
Cc1cc(N(C(=O)c2ccco2)C(C(=O)NC2CCCCC2)c2ccccc2)ccc1-n1cnnn1 (stereo not given)
→ 0.5	i	i	i	i	i	-7.0	-1.2	i	i	i
CCN(/N=C/c1ccccc1)c1cc(=O)n(C)c(=O)[nH]1
→ 4.6	i	i	i	i	i	5.0	-7.1	i	i	i
O=C1CN(C(=O)N[C@@H](Cc2ccccc2)C(=O)N[C@H](C(=O)O)c2ccccc2)c2ccccc2N1
→ -1.0	i	i	i	i	i	1.0	-2.8	i	i	i
c1ccc(-c2[nH]ncc2CN2CCc3ccccc3C2)cc1
→ 6.8	i	i	i	i	i	-5.3	-3.4	i	i	i
CCc1ccccc1NC(=O)CSc1nnc([C@H](CCSC)NC(=O)OC(C)(C)C)o1
→ -0.8	i	i	i	i	i	4.3	-11.7	i	i	i
COC(C(=O)NC1CC1)c1ccccc1 (stereo not given)
→ -3.9	i	i	i	i	i	-7.7	-8.5	i	i	i
COc1ccc(CCn2c(N)cc(=O)[nH]c2=O)cc1OC
→ -1.3	i	i	i	i	i	5.7	-8.7	i	i	i
COc1ccc([C@@H]2[C@@H]3C(=O)N(C(C)(C)C)C(=O)[C@@H]3[C@]3(Cc4ccc(Cl)cc4)C(=O)N(c4cccc(Br)c4)C(=O)N23)cc1
→ 3.5	i	i	i	i	i	6.7	-3.2	i	i	i
O=C(CSc1nnc2c(n1)[nH]c1ccccc12)NCc1ccco1
→ -13.2	i	i	i	i	i	-0.1	-19.0	i	i	i
Cc1ccc(CN2CCN(CC(=O)NCc3ccccc3)CC2)cc1
→ -1.3	i	i	i	i	i	-0.3	-4.0	i	i	i
CC(=O)Nc1ccc(NS(=O)(=O)c2cc(Cl)sc2Cl)cc1
→ 0.8	i	i	i	i	i	1.9	-2.3	i	i	i
